# yeast mec2-1: NCI yeast anticancer drug screen, S. cerevisiae mec2-1 strain | AID 157 | 9% of 79,000 active | % growth inhibition at 50 µM;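 also: 0% = growth of vehicle-only cultures of the same strain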
#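 Test agents were screened against the mec2-1 yeast strain, with defined DNA repair or cell cycle alteration. Growth was scored as inhibition against vehicle-only controls.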
# cln2 rad14: NCI yeast anticancer drug screen, S. cerevisiae cln2 rad14 strain | AID 165 | 8.3% of 78,000 active | growth inhibition, % at 50 µM;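 also: 0% = growth of vehicle-only cultures of the same strain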
#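 Readout is yeast growth inhibition versus vehicle-treated controls, using a strain with cln2 and rad14 alterations exposed to compound.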
# yeast rad50: NCI yeast anticancer drug screen, S. cerevisiae rad50 strain | growth inhibition, % at 50 µM | 10% of 79,000 active | AID 155;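 also: 0% = growth of vehicle-only cultures of the same strain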
#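 Yeast carrying a defined DNA repair defect were exposed to test compounds, and growth was compared with vehicle-treated controls to give percent inhibition.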
# yeast mlh1 rad18: NCI yeast anticancer drug screen, S. cerevisiae mlh1 rad18 strain. growth inhibition, % at 50 µM. 11% of 79,000 active. AID 175;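 also: 0% = growth of vehicle-only cultures of the same strain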
#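 Yeast w/ defined DNA-repair lesions; compound exposure; growth vs vehicle controls → % inhibition.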
# yeast bub3: NCI yeast anticancer drug screen, S. cerevisiae bub3 mutant strain. AID 167. growth inhibition, % at 50 µM. 9.9% of 78,000 active;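 also: 0% = growth of vehicle-only cultures of the same strain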
#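 Screening used yeast with an engineered genetic alteration affecting cell cycle control. Compound-exposed cultures were compared with vehicle cultures, and reduced growth was taken as inhibition.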
# yeast sgs1 mgt1: NCI yeast anticancer drug screen, S. cerevisiae sgs1 mgt1 strain; % growth inhibition at 50 µM; 10% of 78,000 active; AID 161;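 also: 0% = growth of vehicle-only cultures of the same strain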
#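 Yeast cells carrying a defined DNA-repair defect were exposed to test compounds. Growth inhibition was measured relative to vehicle-treated controls.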
# Starred values were filed as active, the others as inactive; & = joins results of further samples; ! = a repeat was not active. Rule as the data show it: active = growth inhibition above about 70%; inactive = the rest.
SMILES,yeast mec2-1,cln2 rad14,yeast rad50,yeast mlh1 rad18,yeast bub3,yeast sgs1 mgt1
O=C(Oc1ccc2c(=O)cc(-c3ccccc3)oc2c1OC(=O)c1ccccc1)c1ccccc1,8,-3,3,3,-14,-1
Cc1ccc(-c2c3nc(c(-c4ccc(C)cc4)c4ccc([nH]4)c(-c4ccc(OCC5COC(C)(C)O5)cc4)c4nc(c(-c5ccc(C)cc5)c5ccc2[nH]5)C=C4)C=C3)cc1 (centres undefined),-33,-24,-58,-67,-40,-50
CN1S(=O)(=O)N(C)P12(N=P(CP(=NP13(N(C)S(=O)(=O)N1C)N(C)S(=O)(=O)N3C)(c1ccccc1)c1ccccc1)(c1ccccc1)c1ccccc1)N(C)S(=O)(=O)N2C,-7,20,-16,-7,10,-19
CCC(=O)[O][Bi]([c]1ccccc1)[c]1ccccc1,92*,90*,90*,90*,91*,93*
CCc1n[nH]c(=O)n1N,-17,18,4,-14,-14,-18
CCCCN(C)/N=N/c1nc[nH]c1C(N)=O,28,3,4,3,39,-12
Clc1ccc(CSc2cnnc(Cl)c2SCc2ccc(Cl)cc2)cc1,-4,23,8,3,-2,8
CC(C)(C)CN=C(N)N,-33,1,1,10,10,3
O=C(O)c1cccc(O)c1C(=O)O,-3,21,29,34,1,22
c1ccc(CN2CCC(CNc3ncnc4ccccc34)C2)cc1 (centres undefined),-17,-11,-19,-3,1,-16
O=C(Oc1cccc(/C=C/[n+]2ccccc2)c1OC(=O)c1ccccc1)c1ccccc1,15,8,38,41,-5,65
CN(c1cn(C2CC[C@@H](CO)O2)c(=O)[nH]c1=O)C1CCCCC1 (some centres undefined),-13,-6,-36,-42,5,-58
CC(C)CC(NC(=O)C(N)CCC(=O)OCc1ccccc1)C(=O)NC(COCc1ccccc1)C(=O)NC(Cc1ccccc1)C(=O)ON1C(=O)CCC1=O (centres undefined),85*,87*,82*,79*,81*,83*
O=C(O)c1ccc(/C=N\N(CCO)C2=NCCN2)cc1,-4,-32,0,6,0,-24
NC(=S)N/N=C(\C(=O)Nc1ccc(Cl)c(Cl)c1)C1=NN(c2ccccc2)C(c2cccc([N+](=O)[O-])c2)CC1=O (centres undefined),-25,-4,0,8,27,-9
CCCCC(CC)CN(CC(CC)CCCC)C(=O)C(C)OC(=O)C(CC)CCCC (centres undefined),6,-4,4,17,15,18
CCCCOC(=O)CCC(N)C(=O)O (centres undefined),-9,2,-1,-1,1,0
O=c1ccc(=O)n(-c2ccccc2)[nH]1,85*!,-14&58,85*!,79*!,86*!,91*!
COc1cc(C[C@@]2(O)C(=O)OCC2Cc2ccc(OC)c(OC)c2)ccc1O (some centres undefined),-69,-3,-47,-19,-8,-45
N#Cc1ccccc1OCCCCOc1ccccc1C#N,14,14,9,16,19,15
NNC(=O)CC(O)(C1CC1)C1CC1,-7,-56,5,-11,12,-16
NCC(=O)N1CCCCC1,10,-8,7,8,-2,5
CCC(C)(O)c1cnc(CC(C)C)c(=O)n1O (centres undefined),33,39,56,52,38,43
CC(=O)OCC(C)Cc1ccccc1 (centres undefined),14,8,6,-2,2,0
COC(=O)C(=O)C(C(=O)C(=O)Nc1nc(=S)[nH][nH]1)c1nc2ccc([N+](=O)[O-])cc2[nH]c1=O (centres undefined),21,-18,36,19,22,11
O=C(Nc1ccccc1)OC1C(OC(=O)c2ccccc2)OC(COC(=O)c2ccccc2)C1OC(=O)c1ccccc1 (centres undefined),1,-1,0,-10,-9,0
Cc1cc(=O)[nH]c(C)n1,-11,4,-3,-4,5,0
O=C1C2=Cc3ccccc3CCN2c2ccccc21,91*,86*,88*,83*,90*,90*
Cc1ccccc1C(=O)OC1CCCCC1,-13,-40,9,6,10,-10
O=C(O)C(Cc1cc(I)c(O)c(I)c1)C1CCCCC1 (centres undefined),99*,99*,99*,99*,99*,99*
ONC(=Nc1cccc2ccccc12)C(=Nc1cccc2ccccc12)NO,23,-42,34,58,48,13
Cn1c(=O)c2ccc(=O)[nH]c2n(C)c1=O,-1,-42,-1,-2,-3,-10
CN(/N=C\c1ccccc1)C(c1ccccc1)N(C)/N=C/c1ccccc1 (centres undefined),-8,-12,-6,-3,-17,15
OCCCCC1CCCc2ccccc21 (centres undefined),16,-5,17,-3,-2,3
NCCN(Cc1ccccc1)C1CC1,-34,15,5,-1,-16,9
C=CC(C)(O)CNc1ccccc1 (centres undefined),-9,16,-9,0,2,-3
CCOC(=O)CCC(NC(=O)OCc1ccccc1)C(=O)NC(CCC(=O)OCC)C(=O)NNC(=O)OC(C)(C)C (centres undefined),7,12,20,27,16,33
O=C(N/N=C/c1ccccc1O)Nc1nn[nH]n1,-10,-8,-16,9,1,16
CC(C)C(C#N)(C(=O)O)C(C)C,1,7,8,22,13,0
CC1C(N2CCCCC2)CS1(=O)=O (centres undefined),-7,-88,1,6,4,-9

# Four compounds from above, reduced to yeast mec2-1.
Molecule	yeast mec2-1
COC(=O)C(=O)C(C(=O)C(=O)Nc1nc(=S)[nH][nH]1)c1nc2ccc([N+](=O)[O-])cc2[nH]c1=O (centres undefined)	21
OCCCCC1CCCc2ccccc21 (centres undefined)	16
O=C(N/N=C/c1ccccc1O)Nc1nn[nH]n1	-10
CC(=O)OCC(C)Cc1ccccc1 (centres undefined)	14

# Going on with the list.
SMILES,yeast mec2-1,cln2 rad14,yeast rad50,yeast mlh1 rad18,yeast bub3,yeast sgs1 mgt1
COc1cc(=O)[nH]c(-c2ccccc2)c1OC,4,-5,-4,0,8,9
COc1cc(/C=C/C(=O)c2sc(-n3nc(-c4ccccc4)cc3-c3ccccc3)nc2C)ccc1O,-14,5,6,-10,26,-34
CCCCCCCCCCCC[N+](C)(CCS(=O)(=O)[O-])Cc1ccccc1 (centres undefined),99*,78*,98*,99*,72*,42
O=S(=O)(O)c1ccc2cc(N=Nc3cc(S(=O)(=O)O)c4cccnc4c3O)ccc2c1,-23,48,-6,-6,-28,-14
O=C(Nc1cccc(Cl)c1)Sc1c(Cl)c(Cl)c(Cl)c(Cl)c1Cl,17,29,24,35,7,26
O=C1C=C(Nc2ccccc2)C(=O)C=C1Nc1ccccc1,2,-42,-2,-6,4,10
C=CC(=O)NC(=O)Nc1ccc(Cl)cc1,98*,98*,98*,99*,98*,99*
CC(=O)Nc1ccc(S(=O)(=O)N=S(c2ccccc2)c2ccccc2)cc1,3,11,15,0,-7,8
CC(=O)C1CCCCCCC1=O (centres undefined),-5,-16,16,16,-12,5
CSc1nc2[nH]c(=O)c(C)nc2c(=O)[nH]1,3,6,-11,-9,12,-4
O=S(=O)(O)CO,5,7,17,20,-8,26
COC(=O)C(=O)c1c2ccccc2n2ccc3c4ccccc4[nH]c3c12,9,10,26,10,10,-6
CCC(=O)CC1(C(=O)OC)NC(=S)NC(=O)C1C#N (centres undefined),-3,-1,20,19,-9,3
C=C(C)COc1ccc2c(c1)CCC1C2CCC2(C)C1CCC2(C)O (centres undefined),0,18,21,7,-1,4
O=C(c1ccccc1)c1ccc([N+](=O)[O-])cc1,-1,3,4,24,-12,3
CC(=O)OC(C)c1cccc(Br)c1 (centres undefined),-46,-6,-5,-9,-32,-10
NC(=O)c1c(/N=C/c2cc(Br)ccc2O)sc2c1CCCC2,29,2,30,10,26,19
CCCCCCCCCCCCCCCC(=O)OCC(=O)O,-16,10,15,1,15,23
Cn1ncc2c(NCCc3ccccc3)nc(Cl)nc21,-18,11,20,30,8,5
COc1ccc(NC(=O)C(=O)Cc2nc3ccc(C(=O)c4ccccc4)cc3[nH]c2=O)c([N+](=O)[O-])c1,3,19,36,23,12,13

# Next part, starting with the last 7 of the part before.
SMILES,yeast mec2-1,cln2 rad14,yeast rad50,yeast mlh1 rad18,yeast bub3,yeast sgs1 mgt1
C=C(C)COc1ccc2c(c1)CCC1C2CCC2(C)C1CCC2(C)O (centres undefined),0,18,21,7,-1,4
O=C(c1ccccc1)c1ccc([N+](=O)[O-])cc1,-1,3,4,24,-12,3
CC(=O)OC(C)c1cccc(Br)c1 (centres undefined),-46,-6,-5,-9,-32,-10
NC(=O)c1c(/N=C/c2cc(Br)ccc2O)sc2c1CCCC2,29,2,30,10,26,19
CCCCCCCCCCCCCCCC(=O)OCC(=O)O,-16,10,15,1,15,23
Cn1ncc2c(NCCc3ccccc3)nc(Cl)nc21,-18,11,20,30,8,5
COc1ccc(NC(=O)C(=O)Cc2nc3ccc(C(=O)c4ccccc4)cc3[nH]c2=O)c([N+](=O)[O-])c1,3,19,36,23,12,13
CC(C)(C)OC(=O)NC(Cc1ccc(O)cc1)C(=O)NC(CCCCN)C(=O)NC(Cc1ccc(O)cc1)C(=O)NC(CCCCN)C(=O)ON1C(=O)CCC1=O (centres undefined),-16,29,-12,4,-3,-7
OCC1CC[N-]CC1.OCC1CC[N-]CC1.[Cl][Pt+2]([Cl])([Cl])[Cl],93*,92*,98*,82*,96*,97*
CCc1cccc(C)c1NC(=O)C(=O)Cc1nc2ccccc2s1,-8,-2,1,-6,-58,-10
CCOC(=O)C(C=Nc1ccc(S(N)(=O)=O)cc1)C(=O)OCC,5,-22,-8,-25,-1,12
C/C=C(\C)C(=O)OC1C2C(C)=CC(=O)C(O)C2(C)C2C3(O)OCC24C1OC(=O)C(O)C4C(C)C3O (centres undefined),72*,79*,84*,34,76*,72*
Cc1cn(CC(=O)C2(O)CCC3C4CCC5=CC(=O)CCC5(C)C4C(=O)CC32C)c(=O)[nH]c1=O (centres undefined),10,12,15,13,-5,13
CC1CC(=O)c2c(ccc3c2C(=O)c2cccc(O)c2C3=O)C1 (centres undefined),0,25,-4,53,-1,40
COc1ccc(C(c2cc3c(cc2O)OCO3)N2CCOCC2)cc1 (centres undefined),14,-19,10,-37,-24,-11
CC(C)CCCC(C)CCO (centres undefined),-3,-1,5,0,5,-6
CCN(CC)CCSc1cc(C)c2ccc(N)nc2n1,-24,15,-6,-1,9,7
COC1=CC2CC(C#N)C2(OC)C=C1 (centres undefined),6,-18,-11,2,-17,-5
O=c1[nH]c2cc([N+](=O)[O-])ccc2nc1/C(=N/Nc1ccccc1)C(O)c1ccco1 (centres undefined),-17,16,8,25,7,9
CSCCCCCSC,-27,0,1,1,-4,-25
O=C(O)C1C2OC3C(OC(=O)C31)C2Br (centres undefined),-16&7,-34&6,3&-10,25&-5,1&-2,2&-9
CCc1ccc(-c2c(-c3ccccc3)c(-c3ccccc3)c(-c3ccccc3)c(-c3ccccc3)c2-c2ccccc2)cc1,6,26,31,31,-6,22
CCCCN(CCCC)CC(O)c1cc(-c2ccc(Cl)cc2)nc2c(OC)ccc(OC)c12 (centres undefined),-2,-18,21,2,-2,15
C=C1C(=C)C2C=CC1C1C3C(c4ccccn4)=NN=C(c4ccccn4)C3C21 (centres undefined),66,74*,54,62,67,69
CCc1c2oc(C(=O)c3ccc(Cl)cc3)cc2n2ccccc12,-7,5,21,33,-19,10
COC(=O)c1ccccn1,4,-25,15,19,-6,20
CCOC(=N)C1(O)CCCCC1,-7,-5,-9,24,-4,-13
O=C1C=CC(=O)N1c1ccc(Cl)cc1,93*,85*,92*,92*,92*,93*
NC(=O)c1ccc[n+](C2=C([O-])c3ccccc3C(=O)/C2=N\S(=O)(=O)c2ccccc2)c1,16,3,9,-44,10,31
CC(C)(O)c1ccccc1,1,-58,-1,-6,4,-13
O=C(Nc1ccc(Br)cc1C(F)(F)F)C(F)(F)F,-6,-29,6,-16,2,-2
CCCCCCCCCCCCCCCCC[CH2][Sn]([Cl])([CH2]CCCCCCCCCCCCCCCCC)[CH2]CCCCCCCCCCCCCCCCC,-1,-3,9,-14,-2,-17
NC(CSC(c1ccccc1)(c1ccccc1)c1ccc(C(=O)O)cc1)C(=O)O (centres undefined),-4,16,54,10,2,18
N#CC(C#N)=C/C=C/C=C/c1c(Cl)cccc1Cl,2,-3,-6,-14,-7,1
CCOC(=O)c1ccc(CCCCl)cc1,-7,-93,1,2,8,-19
COCN1COCN=C1NC#N,-15,-1,-23,-26,-24,-24
N#CC(C(=O)CCCC(=O)Nc1ccccc1[N+](=O)[O-])c1c(Cl)cccc1Cl (centres undefined),-4,-24,-6,-10,17,-50
COC(=O)c1cc(C)n(C)c(=O)c1C#N,12,22,13,3,14,-1
COc1ccc(/C=C2/NC(=S)N=C2Cl)cc1,-22,0,-7,-29,18,4
Cc1ccccc1-c1c2ccccc2cc2ccc3ccccc3c12,-21,-4,-16,-11,12,-24
